# Screening data deposited in PubChem by several laboratories.
# Salmonella PhoP GFP: PhoP-dependent GFP reporter repression – Salmonella Typhimurium, primary screen (AID 1863); S. Typhimurium PhoP-regulated promoter GFP reporter, 4 h; higher % means a stronger effect; one-dose inhibition, % at 50 µM; IC50 in µM for titrated hits; hit rate 0.16% among 300,000;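 active = inhibition over 29.93%, a cutoff 3 SD above the screen mean, later confirmed by dose response; inconclusive = inhibition over 29.93% but no dose response follow-up; inactive = inhibition at most 29.93% or unconfirmed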;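 note: 0% = low Mg2+ inducing control and 100% = high Mg2+ repressing control; strong numbers were not always called active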
# TNAP activation fold: stimulation of alkaline phosphatase TNAP activity – biochemical, luminescent, no phosphate acceptor, uHTS, primary screen (AID 1001) | purified TNAP, luminescent activation assay, no phosphate acceptor; higher activation fold means a stronger effect | activation fold at 20 µM; hits with a dose series show EC50 in µM | hit rate 0.03% among 200,000; in the data active = activation fold from about 3, or a potency from the dose series; inactive = the rest, 99 in 100 with activation fold below about 1.6; note: many of its hits are not listed in these tables
# MgcRacGAP inhibition: MgcRacGAP GTPase-activating activity inhibitors, confirmation, biochemical, ADP Hunter fluorescence | inhibition, % at 30 µM, or IC50 in µM where a hit was titrated | AID 624330 | hit rate 0.6% among 340,000 | MgcRacGAP-stimulated Rac1 GTP hydrolysis, ADP Hunter fluorescence; higher % means a stronger effect; GST-tagged Rac1 F28L mutant substrate;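 active = first-screen hits whose inhibition reached a set limit at any dose in the follow-up dose series; inconclusive = inhibition above the set first-screen limit but never retested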;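 note: fluorescence reports GDP produced by GAP-driven GTP hydrolysis; strong numbers were not always called active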
# T cell modulator: modulates CD8 T cell binding to vesicles; 2C CD8+ T cell-vesicle binding, flow cytometry; stronger effect = lower value; calls only at 7 µM; hit rate 0.068% among 330,000;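 active = response, share of CD8 T cells binding vesicles, and their 90th percentile fluorescence all below set limits, cut at about 80% in these data, passing the limit was not always enough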
#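 Test system: purified 2C TCR transgenic mouse naive CD8+ T cells. Probe or stimulus: QL9-peptide-loaded Drosophila micro-vesicles bearing Ld, ICAM-1 and B7-1. Incubation: binding step 1.5 h, 37 °C, antibody labelling 20 min, ice. Measured by: flow cytometry of vesicle-bound cells.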
# UTI89 phage lysis: protection from phage-mediated lysis, alamar blue read-out – E. coli UTI89, K1F phage, bacterial capsule biogenesis inhibitors (AID 488966); inhibition, % at 100 µM; hits with a dose series show IC50 in µM; E. coli UTI89 K1F phage lysis, alamar blue, 2 h; higher % means a stronger effect; hit rate 0.02% among 340,000;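 active = phage lysis inhibition, versus mean bacterial control, above a set limit; inconclusive = no clear call, values can overlap the other calls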;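 note: capsule biogenesis inhibitors block K1F phage lysis so surviving cells raise fluorescence; higher fluorescence means more inhibition of phage lysis; actives were called in the ten point dose series up to 300 µM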
# SV40 large T antigen: SV40 large T antigen inhibitors, biochemical (AID 1903) | SV40 large T antigen ATPase/helicase inhibition assay; higher % means a stronger effect | one-dose inhibition, % at 20 µM; IC50 in µM for titrated hits | hit rate 0.39% among 310,000; in the data active = a potency from the dose series; inconclusive = inhibition mostly from about 32% at the one dose, without a potency; inactive = the rest, 99 in 100 with inhibition below about 32%; note: strong numbers were not always called active
# NTR1 agonist: agonists of NTR1, primary screen, imaging, U2OS cells, beta-arrestin-GFP, high content (AID 493036). P30989. NTR1-U2OS beta-arrestin-GFP spot imaging, agonist mode. activation, % at 20 µM. hit rate 0.17% among 330,000;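 active = activation at or above 40% of the spot to cytoplasm intensity ratio, with at least 20 cells analyzed; inconclusive = wells under 20 cells, flagged as cytotoxic or low count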;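 note: 0% = DMSO without peptide and 100% = 100 nM NTR1 peptide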
# Target sequence (P30989 whole entry, looked up): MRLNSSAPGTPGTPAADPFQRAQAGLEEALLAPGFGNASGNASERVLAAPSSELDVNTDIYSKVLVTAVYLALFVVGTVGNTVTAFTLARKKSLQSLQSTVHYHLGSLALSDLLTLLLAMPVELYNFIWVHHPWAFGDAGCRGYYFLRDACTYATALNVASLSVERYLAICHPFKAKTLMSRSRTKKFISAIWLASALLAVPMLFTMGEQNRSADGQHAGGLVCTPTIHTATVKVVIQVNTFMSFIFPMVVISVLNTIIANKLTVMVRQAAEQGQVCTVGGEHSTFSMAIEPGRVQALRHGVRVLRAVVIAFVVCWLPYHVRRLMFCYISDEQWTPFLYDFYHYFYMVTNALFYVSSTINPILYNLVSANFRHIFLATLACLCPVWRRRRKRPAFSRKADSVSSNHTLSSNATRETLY
# RSV antiviral HEp-2: RSV antiviral activity via CPE protection, HEp-2 cells, primary 10 µM value included (AID 2391) | HEp-2 cells, RSV-induced CPE inhibition; higher % means a stronger effect | CPE inhibition, % at 10 µM, or IC50 in µM where a hit was titrated | hit rate 0.13% among 310,000; in the data active = a potency from the dose series; inconclusive = CPE inhibition mostly from about 23% at the one dose, without a potency; inactive = the rest, 99 in 100 with CPE inhibition below about 21%; note: strong numbers were not always called active
# Myeloid diff 2: promotes myeloid progenitor differentiation; AID 624256; calls only at 10 µM; hit rate 1% among 360,000; ER-HoxA9 myeloid progenitors, lysozyme-GFP differentiation, flow cytometry;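 active = normalized GFP-positive differentiation at or above the plate's own cutoff, the solvent-only control mean plus 3 SD; inconclusive = no clear call, values can overlap the other calls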;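 note: cells exposed to compound for four days before flow analysis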
# T cell modulator vesicle-bound %: recorded beside T cell modulator, whose call it bears; double positive events, %; measured here: CD8+ vesicle-bound cell fraction;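 binding gate set so that unloaded-vesicle control wells show 10% double positive cells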
# NTR1 agonist cell count 20 µM: second read-out of NTR1 agonist, no call of its own (marks repeat the call); cell count; measured here: cell count, cytotoxicity flag
# Myeloid diff 2 GFP+ MAC1+ %: also measured in Myeloid diff 2; calls as there; GFP+ MAC1+ double positive, %; measured here: differentiation confirmed by MAC1 staining
# * hit, by the source's call; i = inactive; u = inconclusive; x = not tested or not shown; + = active, no number; [ ] = dose if it differs, or a comment.
# Start of the listing, in advance:
compound,Salmonella PhoP GFP,TNAP activation fold,MgcRacGAP inhibition,T cell modulator,T cell modulator vesicle-bound %,UTI89 phage lysis,SV40 large T antigen,NTR1 agonist,NTR1 agonist cell count 20 µM,RSV antiviral HEp-2,Myeloid diff 2,Myeloid diff 2 GFP+ MAC1+ %
CCN1C(=O)C(CC(=O)Nc2ccc(OC)cc2)N(CCCN2CCN(c3ccc(OC)cc3)CC2)C1=S (centres undefined),-5%,1,5%,i,51,0.5%,20%,2.7,60,-0.6%,i,0.3
O=c1c2ccccc2nnn1CSc1nnc(-c2cccc(S(=O)(=O)N3CCCCC3)c2)o1,4%,1.1,3%,i,29,0.1%,-3%,2.2,82,u,i,0.7

# The list itself, repeating the preview:
compound,Salmonella PhoP GFP,TNAP activation fold,MgcRacGAP inhibition,T cell modulator,T cell modulator vesicle-bound %,UTI89 phage lysis,SV40 large T antigen,NTR1 agonist,NTR1 agonist cell count 20 µM,RSV antiviral HEp-2,Myeloid diff 2,Myeloid diff 2 GFP+ MAC1+ %
CCN1C(=O)C(CC(=O)Nc2ccc(OC)cc2)N(CCCN2CCN(c3ccc(OC)cc3)CC2)C1=S (centres undefined),-5%,1,5%,i,51,0.5%,20%,2.7,60,-0.6%,i,0.3
O=c1c2ccccc2nnn1CSc1nnc(-c2cccc(S(=O)(=O)N3CCCCC3)c2)o1,4%,1.1,3%,i,29,0.1%,-3%,2.2,82,u,i,0.7
CCOC(=O)c1[nH]cnc1C(=O)Nc1ccccc1OC,-3%,1.2,9%,i,40,1.8%,9%,-0.8,51,4.2%,i,1.4
O=C(N[C@H](Cc1ccc(Cl)cc1)C(=O)O)OCC1c2ccccc2-c2ccccc21,-3%,x,6%,i,18,-2.4%,6%,1.1,69,3.2%,i,1.3
O=C(/C=C/c1ccncc1)c1cc(Cl)ccc1O,8%,x,-3%,i,52,0.5%,6%,1.1,51,-2.4%,+,4.1*
Cc1ccnc(NC(=O)CCC(=O)N(CC(=O)NCc2ccc(F)cc2)c2cccc(F)c2)c1,1%,x,3%,i,21,-0.1%,8%,5.9,44,0.9%,i,0.3
N#CCCn1nc(Cc2cccc3ccccc23)c(C#N)c1N,-7%,x,8%,i,50,-0.8%,22%,-6.1,82,5.1%,i,0.6
CCc1ccc(NC(=O)CC2NCCNC2=O)cc1 (centres undefined),-10%,1.2,3%,i,41,1.8%,8%,0.2,60,0.4%,i,7.3
CC(NC(=O)CCc1c[nH]c2ccccc12)c1ccccc1 (centres undefined),9%,x,7%,i,52,0.1%,1%,0.2,72,0.7%,i,0.6
O=C(CN1CCN(c2ccccc2)CC1)Nc1scc2c1c(=O)oc1ccccc12,-3%,x,12%,i,20,0.6%,8%,1.5,51,x,i,0.6
COc1ccc(CN(C)CC(O)COC(c2ccc(OC)cc2)c2ccc(OC)cc2)cc1 (centres undefined),-3%,x,2%,i,16,-0.1%,8%,5.9,47,22%,i,0.1
O=C(CSc1ccc(S(=O)(=O)N2CCOCC2)cn1)Nc1ccc(F)c(F)c1,x,x,3%,i,3,0.0%[50 µM],x,-1.8,60,-0.5%,i,0.4
O=C(c1cc(Br)ccc1Cl)N1CCN(c2ccccn2)CC1,0%,x,7%,i,50,-0.2%,6%,2.3,54,3.5%,i,0.4
Cc1nc(NC(=O)c2cccc(-c3cc4ccccc4oc3=O)c2)ccc1Br,-8%,1,8%,i,55,0.6%[50 µM],2%,25,48,1.6%,i,0.9
COc1ccc(N2CCN(S(C)(=O)=O)CC2)cc1,-8%,1,10%,i,25,0.2%,13%,-3.5,11,0.8%,i,0.6
C/C(=N\NC(=O)c1c[nH]c2ccccc12)c1ccc(C)s1,3%,x,5%,i,11,0.3%[50 µM],8%,1.7,53,2.9%,i,1.9
COC(=O)CCC/C=C1\SC[C@@H](NC(=O)c2ccccc2)C1NC(C)=O (some centres undefined),-1%,1,-1%,i,64,0.2%,5%,0.5,85,2.4%,i,0.3
CC1CCCN(S(=O)(=O)c2ccc(NC(=O)Cn3nnc(-c4ccccc4F)n3)cc2)C1 (centres undefined),6%,1.1,3%,i,48,3.2%,x,2.8,52,13%,i,1.6
CCn1c(CCn2ccnc2C)n[nH]c1=S,-2%,1,6%,i,51,0.6%,4%,1.6,64,-0.2%,i,0.8
CCN(CC(=O)NCc1ccc(Cl)cc1)C(=O)COc1cccc(Cl)c1,4%,x,1%,i,11,-0.9%[50 µM],16%,-0.2,62,3.6%,i,0.5
O=C(O)CN1CCCCCC1=O,3%,1,-1%,i,8,0.0%,-3%,1.3,42,-0.8%,i,0.8
Cc1oc(-c2cccs2)nc1CS(=O)CC(=O)NC1CCCCCC1 (centres undefined),5%,1.2,6%,i,30,-1.3%,12%,-0.3,100,2.6%,i,1.7
CCN1CCN(c2ncnc3scc(-c4ccc(OC)cc4)c23)CC1,4%,x,9%,i,49,0.0%,4%,1.1,73,-0.2%,i,0.2
O=[N+]([O-])c1ccc(-c2nc(Nc3ccc(O)cc3)c3ccccc3n2)cc1,11%,x,13%,i,28,0.6%[50 µM],1%,23,80,16%,i,0.5
CC(=O)NCC(=O)OCN1C(=O)c2ccccc2C1=O,-9%,1,0%,i,48,-0.3%,4%,-0.1,66,-0.6%,i,2.3
CCCNc1nc(Cl)nc(NC(C)(C)C)n1,11%,1,1%,i,11,-0.3%,21%,1.9,34,4.5%,i,0.4
Cc1cc(=O)oc2cc(NC(=O)c3cc4ccccc4o3)ccc12,2%,1.1,x,i,4,x,0%,-1.1,44,-0.3%,x,x
Cc1ncccc1C(=O)N1CCCC(CNC(=O)C2(c3ccc(Cl)cc3)CC2)C1 (centres undefined),-9%,1.2,12%,i,39,0.9%[50 µM],16%,1.8,57,-0.6%,i,0.6
CCOc1ccc(CCNC(=O)CS(=O)Cc2nc(-c3ccc(C)cc3)oc2C)cc1OCC (centres undefined),-19%,x,4%,i,24,-0.2%,26%,1.4,65,1.1%,i,1.0
CCN(CC(=O)Nc1ccc(C(=O)OC)cc1)C1CCCCC1,-2%,x,5%,i,26,-0.1%,5%,0.4,48,1.4%,x,x
COc1ccc(S(=O)(=O)N(C)CC(=O)NCc2ccc3c(c2)OCO3)cc1,1%,x,2%,i,52,-0.5%,1%,-1.7,43,0.3%,i,2.5
O=C(N/N=C/c1cc([N+](=O)[O-])ccc1Cl)c1cnccn1,-3%,1,-1%,i,47,-0.9%,6%,-1.4,74,2.1%,u,x
COC(=O)C1=C(N)Oc2cc(C)n(Cc3cccnc3)c(=O)c2C1c1cc(OC)ccc1OC (centres undefined),-6%,1.1,10%,i,37,-0.5%,1%,-1.1,32,-1.6%,i,0.9
Cc1snc(SCC(=O)c2ccc([N+](=O)[O-])cc2)c1C#N,-3%,1.1,29%,x,x,-3.1%,26%,1.1,26,x,i,0.1
CN(Cc1ccc(Cl)s1)C(=O)CNC(=O)CNC(=O)c1ccc(Cl)cc1Cl,x,x,3%,i,51,0.2%[50 µM],x,0.0,62,x,i,1.1
COCCN(Cc1ccccc1)C(=O)c1cccc(S(=O)(=O)N2CCCc3ccccc32)c1,x,x,4%,i,25,-0.5%[50 µM],x,-0.7,54,5.6%,i,0.7
O=C1c2cc(N3CCCC3)c([N+](=O)[O-])cc2C(=O)N1c1ccccc1,-3%,1,8%,i,30,2.9%,9%,3.8,46,0.6%,i,0.6
COc1ccc(C2C(C#N)=C(N)OC(C(C)(C)C)=C2C#N)cc1OC (centres undefined),-4%,1.2,7%,i,11,4.5%,14%,-0.1,41,1.4%,i,0.9
CCOC(=O)C1(CC2CCCCO2)CCN(C(=O)Nc2ccccc2SC)CC1 (centres undefined),1%,1.1,0%,i,40,-0.4%,6%,-0.4,28,1.8%,i,0.7
COC(=O)c1nn(-c2ccc(OC)cc2)c(=O)cc1Oc1cccc(Cl)c1,-4%,1.1,4%,i,15,0.4%,-2%,-2.0,99,0.3%,i,1.0
Cc1c(NC(=O)C2CCN(S(=O)(=O)c3cccs3)CC2)c(=O)n(-c2ccccc2)n1C,-7%,x,9%,i,40,0.3%,6%,0.7,75,-0.8%,i,0.3
Cc1ccc(CN(C)C(=O)c2ccc(S(=O)(=O)N3CCCCCC3)cc2)o1,x,x,2%,x,x,0.7%[50 µM],x,1.1,52,x,i,0.4
CCOC(=O)c1c(-c2ccccc2)oc2ccc(OCC(=O)O)cc12,-19%,x,9%,i,38,-0.1%,16%,0.7,61,-1.1%,i,0.6
COc1ccc(-c2nc(C)c(C(C)=O)n2O)cc1OC,-2%,1,3%,i,24,-0.2%,7%,-0.5,42,1.4%,i,0.8
Cn1nccc1CNC(=O)c1ccnn1C,-8%,0.9,3%,i,49,8.2%,6%,0.1,68,0.7%,i,0.6
CCN(CC(=O)Nc1c(F)cccc1F)C(=O)c1cccc(-n2cccc2)c1,-8%,x,6%,i,43,2.1%[50 µM],9%,0.3,59,0.1%,i,1.2
COc1ccc(N2CCN(C(=O)c3cccnc3SCc3cccc(Br)c3)CC2)cc1,-2%,1.1,10%,i,64,0.1%,24%,9.7,56,19%,i,0.6
O=S(=O)(NCc1ccccc1)c1ccc(-c2cnc(C3CC3)o2)cc1,-2%,x,1%,i,38,0.0%,3%,5.6,59,2.9%,i,3.3
CN(Cc1ccon1)C(=O)CC1C(=O)NCCN1Cc1ccc(Cl)c(F)c1 (centres undefined),5%,x,7%,i,11,0.0%,25%,-0.4,68,0.8%,i,1.1
Cc1cccc(OCCn2c(=O)n(C)c3ccccc32)c1,6%,0.9,1%,i,48,-1.3%,1%,-2.1,94,1.4%,i,0.9
CCCCNc1nc2c(-c3ccccc3)nnn2c2ccccc12,-10%,x,5%,i,27,0.3%,6%,1.2,70,0.7%,i,0.1
